# RXFP1 ag = activates the human relaxin receptor RXFP1 | Q9HBX9 | HEK293T-RXFP1 cAMP TR-FRET, 30 min; response scale: percent of porcine relaxin response, buffer zero | Potency, µM (top dose mostly 57.5 µM), without a hit: at the highest dose activation, usual class: activators | 370,000 tested, 0.3% active | AID 2676; active = well fitted activation curve with a large enough effect; inconclusive = small, poorly fitted or top-dose-only effect; note: potency is the fitted concentration of half-maximal effect; % is set by controls: 0 for no effect and ±100 for the full control effect; nearly all actives have a fitted effect of over 60% in size; many of its hits are not listed in these tables
#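 cAMP rise read by TR-FRET after 30 min, 37C compound exposure (up to 58 uM) in RXFP1-transfected HEK293 cells with Ro 20174 present. EC50 from Hill-equation fits, with 29 nM porcine relaxin as 100% and buffer as basal.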
# TRHR enhancer = TRH receptor (human) allosteric enhancement; TRHR cells, fluo-8 calcium fluorescence, EC20 TRH enhancement; 360,000 tested, 0.66% active; AID 493056; P34981; enhancement, % at 2 µM; in the data active = enhancement above about 30%; note: 0% is about no effect
#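 Enhancer read-out: after compound pinning and an initial kinetic agonist-mode read, an EC20 of TRH (10 nM final) was injected and fluo-8 calcium signal (Ex 480/Em 530) followed at 1 s/cycle for 100 cycles in TRHR-expressing cells.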
# D1 ag = human D1 receptor agonism | HEK293 T-REx D1 cells, calcium flux, agonist mode | activation, % at 2 µM | 360,000 tested, 1% active; in the data active = activation above about 30%; note: 0% is about no effect
# Target sequence (P21728 whole entry, looked up): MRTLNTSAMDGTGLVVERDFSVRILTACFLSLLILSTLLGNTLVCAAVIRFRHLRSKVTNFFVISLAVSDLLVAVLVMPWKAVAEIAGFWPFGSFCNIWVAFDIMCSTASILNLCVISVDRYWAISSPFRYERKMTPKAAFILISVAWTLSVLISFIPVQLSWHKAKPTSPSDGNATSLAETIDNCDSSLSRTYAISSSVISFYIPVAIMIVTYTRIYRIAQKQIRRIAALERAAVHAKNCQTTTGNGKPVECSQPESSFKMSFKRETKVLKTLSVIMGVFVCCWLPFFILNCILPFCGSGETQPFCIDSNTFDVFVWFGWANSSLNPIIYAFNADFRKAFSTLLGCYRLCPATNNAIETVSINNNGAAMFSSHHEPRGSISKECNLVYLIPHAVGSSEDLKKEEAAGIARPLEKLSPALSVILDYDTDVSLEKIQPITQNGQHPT
#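 Inducible HEK293 T-REx D1 cells, force-coupled to calcium signalling, were plated at 4000 cells/well with tetracycline and held overnight at 30 C. After no-wash calcium dye loading, compound-evoked calcium rise over 180 s flagged agonists.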
# D1 antag = human D1 dopamine receptor antagonism. P21728. HEK293 TREx D1 cells, calcium flux, dopamine EC80; hits give low values. activity change, negative = inhibition, % at 10 µM. 360,000 tested, 3.2% active. AID 504652; in the data active = activity change below about -30%; note: % is set by controls: 0 for no effect and ±100 for the full control effect
#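 Tetracycline-induced HEK293 Trex D1 cells, force-coupled to calcium, dye-loaded; compounds added and read 180 s, then EC80 dopamine added and calcium flux tracked kinetically another 180 s.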
# RXFP1 antagonist = antagonists of human relaxin receptor RXFP1; 350,000 tested, 0.59% active; activity change, negative = inhibition, % at 57.5 µM; HEK293-RXFP1, relaxin-stimulated cAMP HTRF, 30 min; hits give low values; Q9HBX9;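 active = activity change of -60% or lower, but not beyond a set lower limit; inconclusive = change between -60% and -40%, or beyond the set limit; inactive = change above -40%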; note: % is set by controls: 0 for no effect and ±100 for the full control effect
# D2 agonist = D2 dopamine receptor (human) agonism | activation, % at 2 µM | HEK293 T-REx D2 cells, calcium flux agonist mode | 340,000 tested, 0.53% active;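 active = activation over 3 SD above normal in the single-dose calcium agonist read, cut at about 30% in these data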; note: 0% is about no effect
# Target sequence (P14416 whole entry, looked up): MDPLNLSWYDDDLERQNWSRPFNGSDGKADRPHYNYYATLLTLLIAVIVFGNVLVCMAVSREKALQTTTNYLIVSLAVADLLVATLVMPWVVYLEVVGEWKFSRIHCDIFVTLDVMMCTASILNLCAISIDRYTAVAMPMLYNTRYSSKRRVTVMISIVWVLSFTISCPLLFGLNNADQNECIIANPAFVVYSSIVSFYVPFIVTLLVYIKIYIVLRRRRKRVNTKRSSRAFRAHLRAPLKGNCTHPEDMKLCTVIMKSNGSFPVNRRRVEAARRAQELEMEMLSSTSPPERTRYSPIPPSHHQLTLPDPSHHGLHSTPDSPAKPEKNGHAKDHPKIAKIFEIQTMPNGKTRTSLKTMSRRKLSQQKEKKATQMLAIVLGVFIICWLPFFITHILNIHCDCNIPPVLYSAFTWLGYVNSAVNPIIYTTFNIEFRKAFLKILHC
#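 Tetracycline-induced HEK293 Trex cells with D2 receptor force-coupled to calcium signaling, plated overnight at 30 C and loaded with no-wash calcium dye. Calcium flux read kinetically for 180 s after compound addition; responses flag agonists.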
# D2 PAM = positive allosteric modulators of human D2 dopamine receptor. 340,000 tested, 0.34% active. AID 485347. P14416. potentiation, % at 10 µM. HEK293 T-REx D2, calcium flux, EC20 dopamine potentiation;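 active = potentiation over 3 SD above the plate norm, cut at about 30% in these data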; note: 0% is about no effect
#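 Potentiation of an EC20 dopamine calcium response is measured in a force-coupled, tetracycline-inducible Hek293 Trex D2 line. Compound-only kinetic reads over 180 s flag agonists before dopamine addition.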
# D1 PAM = human D1 dopamine receptor positive modulation. P21728. HEK293 TREx D1 cells, calcium flux, dopamine EC20 potentiation. potentiation, % at 10 µM. 360,000 tested, 0.036% active. AID 504651; in the data active = potentiation above about 30%; note: 0% is about no effect
# D2 antag = D2 dopamine receptor (human) antagonism; 340,000 tested, 2% active; HEK293 TREx D2 cells, calcium flux, dopamine EC80; AID 485344; P14416; inhibition, % at 10 µM; in the data active = inhibition above about 30%; note: 0% is about no effect
#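 Tetracycline-induced HEK293 TREx cells expressing D2 receptor forced-coupled to calcium signalling, loaded with no-wash calcium dye. Compounds added and calcium flux read 180 s, then dopamine added at EC80 and read a further 180 s.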
# * hit, by the source's call; ? = inconclusive; / = not tested or not shown.
# Sequence of screens – RXFP1 ag	TRHR enhancer	D1 ag	D1 antag	RXFP1 antagonist	D2 agonist	D2 PAM	D1 PAM	D2 antag
CC(C)(C)NS(=O)(=O)c1ccc(NC(=O)NC2CCCCC2)cc1
    -0.3%	8.5	5.0	1.0	14.3	-1.3	38.0*	2.7	-17.7
Cc1ccc(C(C)C)c(OCC(=O)Nc2ccc3c(c2)nc(CCNC(=O)c2ccco2)n3C)c1
    0.5%	-5.9	-1.2	-5.4	-23.2	-1.2	-0.4	1.1	/
O=C(COC(=O)c1c2c(nc3ccccc13)CCCCC2)c1ccc(Cl)s1
    1.9%	-6.7	4.4	0.7	-9.3	0.0	-8.3	-1.4	-8.2
COc1ccc(NC(=O)CN(c2ccc(OC)c(Cl)c2)S(=O)(=O)c2ccccc2)c(OC)c1
    0.8%	3.8	6.2	-14.0	2.2	-0.7	3.8	1.8	5.0
CCOC(=O)C(C)Sc1nnc(Cn2c(=O)sc3ccccc32)n1-c1ccccc1 (stereo not drawn)
    -0.5%	-1.6	-0.2	27.5	5.6	0.0	4.8	1.1	8.4
COc1cccc(OCCOCCNCCO)c1
    -0.3%	-3.0	3.8	-9.9	/	/	/	-4.5	/
CC(=O)Nc1ccc(NC(=O)CN(c2ccccc2Cl)S(C)(=O)=O)cc1
    3.2%	14.1	2.6	4.2	-13.1	0.5	8.5	1.4	-36.6
COc1ccc(-c2cc(-c3nnc(COC(=O)CC4CC5CCC4C5)o3)c3ccccc3n2)cc1OC (stereo not drawn)
    2.9%	2.8	3.7	6.0	-3.7	0.8	-2.2	-4.8	-3.1
COc1ccc(OC)c(CNC(=O)CCCn2nc(C)c3c(C)n(-c4ccc(C)cc4)nc3c2=O)c1
    -0.4%	-1.4	0.6	-2.4	5.2	/	0.0	-1.9	/
COc1ccc(-c2csc3nc(C)nc(N4CCCCC4)c23)cc1OC
    3.6%	-1.1	0.6	-17.4	-34.3	-0.4	/	-1.4	-7.7

# Sequence of screens – RXFP1 ag	TRHR enhancer	D1 ag	D1 antag	RXFP1 antagonist	D2 agonist	D2 PAM	D1 PAM	D2 antag
CCCCOc1ccc(/C=N/NC(=O)C2CCCNC2=O)cc1 (stereo not drawn)
    0.1%	-2.0	2.4	-1.5	-4.0	0.4	7.5	2.2	13.8
N#Cc1c2n(c3c(=O)n(CC(=O)c4ccc(Br)cc4)cnc13)CCCC2
    20.4%	9.8	0.1	8.0	10.6	0.4	10.2	4.2	3.5
CCOc1ccc(S(=O)(=O)N(C)CC(=O)NC2CCCC2)cc1
    -0.6%	6.4	0.3	5.2	-2.6	-0.4	3.2	0.2	0.2
CCOc1ccc(CCNC(=O)c2cc3c(=O)n(CC)c4ccccc4c3s2)cc1OCC
    11.6%	-3.5	0.4	-6.2	/	/	-3.2	0.2	/
COc1cc(C2C(C#N)=C(N)N(Nc3ccccc3)C3=C2C(=O)CC(C)(C)C3)ccc1OCc1ccccc1 (stereo not drawn)
    1.0%	-1.3	1.1	-2.6	-6.5	-0.3	-1.4	0.5	-5.7
CC(=O)c1cc(F)c(N2CCN(C(=O)C(C)(C)C)CC2)cc1C
    -0.5%	4.1	1.5	0.9	-3.4	0.6	0.8	2.6	-5.1
COC(=O)C1CCN(C(=O)c2ccc3nccnc3c2)CC1
    20.8%	-5.0	1.3	20.3	0.3	-0.8	-0.6	0.1	7.9
COc1cc(/C=N/NC(=O)C(=O)/C=C2\NC3(CCCC3)Cc3ccccc32)ccc1O
    -0.3%	-0.1	1.9	2.3	-37.5	4.1	7.5	-1.6	-3.9
Cc1cc(C)cc(N(C)S(=O)(=O)c2nnc(NC(=O)C(C)C)s2)c1
    3.3%	-5.3	1.6	6.8	-11.4	-0.9	-7.1	-3.0	8.6
Cc1ccc(NC(=O)c2sc3nc(C)cc(C)c3c2N)cc1
    6.3%	-1.7	-0.1	-19.4	-2.8	-0.4	1.2	-5.7	13.1

# Sequence of screens – RXFP1 ag	TRHR enhancer	D1 ag	D1 antag	RXFP1 antagonist	D2 agonist	D2 PAM	D1 PAM	D2 antag
CNc1ccn(C2CCCO2)c(=O)n1 (stereo not drawn)
    2.5%	25.7	1.9	-16.3	11.0	/	/	-1.4	/
COc1ccc2[nH]c(=O)c(CN(CCO)C(=O)c3cccs3)cc2c1
    -0.7%	5.2	3.2	12.8	6.4	0.7	0.0	-2.1	-1.4
CC(=O)N1CCc2c(sc3c2c(=O)n(CCc2ccccc2)c(=O)n3CC(=O)Nc2ccccc2F)C1
    3.8%	7.8	2.6	3.4	/	0.4	24.8	6.5	/
O=CN1CCc2scc[n+]2-c2ccccc21
    -1.0%	17.0	0.9	18.9	-9.2	2.1	3.2	0.2	-7.8
Nc1nc(C23CC4CC(CC(C4)C2)C3)cs1
    -0.9%	-0.1	2.6	14.1	0.9	0.1	-5.1	-1.1	2.3
Cc1nc2ccc(NC(=S)NCCCO)cc2nc1C
    5.3%	5.9	0.6	2.9	-3.6	1.1	0.8	8.4	-7.7
O=C(NCc1ccc(F)cc1)C1Cc2ccccc2CN1C(=O)c1ccco1 (stereo not drawn)
    -2.5%	-9.3	8.8	0.4	6.6	0.2	1.9	-3.3	-1.7
Cc1nnc(NC(=O)C2CCN(C(=O)c3ccco3)CC2)s1
    6.1%	-2.3	2.7	-4.6	-1.6	-0.3	-7.3	0.6	-5.0
O=C(NCC(c1ccco1)N1CCOCC1)c1ccc(F)cc1 (stereo not drawn)
    0.8%	-3.0	-0.2	1.0	21.0	-0.5	-1.7	-0.5	9.0
CCOc1ccc(CNC(=O)CCS(=O)(=O)Cc2cccc(Cl)c2)cc1OC
    -0.8%	0.5	-0.9	4.1	12.3	-0.2	/	-1.5	-6.1

# Sequence of screens – RXFP1 ag	TRHR enhancer	D1 ag	D1 antag	RXFP1 antagonist	D2 agonist	D2 PAM	D1 PAM	D2 antag
CCN1CCN(C(=O)C(=O)c2cn(CC(=O)N3CCCCCC3)c3ccccc23)CC1
    3.5%	-4.9	3.3	11.0	-4.4	-0.3	4.6	4.0	-3.6
CC(C)CCC(C)N=Cc1c(O)n(Cc2ccccc2)c(=O)c2ccccc12 (stereo not drawn)
    -0.3%	-5.8	8.4	/	-4.5	/	/	0.3	/
C/C(=N/NC(=O)CN1CCN(Cc2ccccc2Cl)CC1)c1ccncc1
    -1.2%	0.9	1.0	8.7	-13.2	0.7	8.5	-2.5	-1.8
C=CCN(Cc1ccc(OC)c(OC)c1)C(=O)N1CCOCC1
    -0.2%	-4.4	3.4	6.7	-3.5	1.0	-5.0	1.2	22.9
N#Cc1cccc(NC(=O)c2cc3c(s2)-c2ccc(Cl)cc2SC3)c1
    13.0%	4.4	9.6	-5.4	-8.7	-0.5	/	-2.5	/
COc1ccc(CNC(=O)C2CCN(S(=O)(=O)c3ccc4c(c3)NC(=O)C(C)S4)CC2)cc1 (stereo not drawn)
    -1.0%	9.0	1.2	0.9	?	0.4	5.5	4.5	25.0
Cc1ccc(S(=O)(=O)/N=C(/NNC(=O)c2cccc(Cl)c2)c2ccccc2)cc1
    1.4%	3.5	-1.5	0.7	-12.4	-0.9	28.9	2.2	-18.2
CCOc1cc2c(cc1/C=C(/C#N)c1ccc(C(=O)O)cc1)OCO2
    -2.2%	4.0	2.0	-21.9	-5.1	-0.7	-7.0	-7.2	-16.0
NC(=O)c1nsc(C(=O)N(CC(=O)NC2CCCC2)Cc2ccc3c(c2)OCO3)c1N
    0.6%	-7.2	-0.5	-1.3	4.8	0.2	6.7	-0.1	1.7
O=C1Nc2ccc(S(=O)(=O)NCc3ccccn3)c3cccc1c23
    6.3%	4.9	-0.2	-8.0	11.1	/	/	-1.8	/

# Sequence of screens – RXFP1 ag	TRHR enhancer	D1 ag	D1 antag	RXFP1 antagonist	D2 agonist	D2 PAM	D1 PAM	D2 antag
Cc1ccc(C)c(CSc2nc3[nH]ncc3c(=O)[nH]2)c1
    -0.4%	1.6	6.8	-19.8	12.8	2.2	-3.2	-7.0	18.8
O=C(N/N=C/c1cnc2ccccc2n1)c1cccc(F)c1
    3.9%	-0.1	-0.3	3.7	-12.0	0.7	-4.1	-0.1	-13.9
O=C(COC(=O)c1ccccc1Nc1ccccc1)Nc1ccccc1
    0.9%	-1.6	1.4	-2.4	-3.8	-0.6	10.2	-0.6	-7.9
CN(C)c1ncc(C(=O)NCc2ccc(Cl)cc2)cn1
    -0.1%	-4.1	-1.4	0.0	-9.4	-3.0	-6.1	0.2	/
NC(=O)Cn1nnc(-c2ccc(CN3CCCCC3)cc2)n1
    -1.5%	-0.3	1.4	2.8	6.0	1.4	8.2	-2.8	4.2

# By substructure: those above with an aryl methoxy group
# Sequence of screens – RXFP1 ag	TRHR enhancer	D1 ag	D1 antag	RXFP1 antagonist	D2 agonist	D2 PAM	D1 PAM	D2 antag
COc1ccc(NC(=O)CN(c2ccc(OC)c(Cl)c2)S(=O)(=O)c2ccccc2)c(OC)c1
    0.8%	3.8	6.2	-14.0	2.2	-0.7	3.8	1.8	5.0
COc1cccc(OCCOCCNCCO)c1
    -0.3%	-3.0	3.8	-9.9	/	/	/	-4.5	/
COc1ccc(-c2cc(-c3nnc(COC(=O)CC4CC5CCC4C5)o3)c3ccccc3n2)cc1OC (stereo not drawn)
    2.9%	2.8	3.7	6.0	-3.7	0.8	-2.2	-4.8	-3.1
COc1ccc(OC)c(CNC(=O)CCCn2nc(C)c3c(C)n(-c4ccc(C)cc4)nc3c2=O)c1
    -0.4%	-1.4	0.6	-2.4	5.2	/	0.0	-1.9	/
COc1ccc(-c2csc3nc(C)nc(N4CCCCC4)c23)cc1OC
    3.6%	-1.1	0.6	-17.4	-34.3	-0.4	/	-1.4	-7.7
COc1cc(C2C(C#N)=C(N)N(Nc3ccccc3)C3=C2C(=O)CC(C)(C)C3)ccc1OCc1ccccc1 (stereo not drawn)
    1.0%	-1.3	1.1	-2.6	-6.5	-0.3	-1.4	0.5	-5.7
COc1cc(/C=N/NC(=O)C(=O)/C=C2\NC3(CCCC3)Cc3ccccc32)ccc1O
    -0.3%	-0.1	1.9	2.3	-37.5	4.1	7.5	-1.6	-3.9
COc1ccc2[nH]c(=O)c(CN(CCO)C(=O)c3cccs3)cc2c1
    -0.7%	5.2	3.2	12.8	6.4	0.7	0.0	-2.1	-1.4
CCOc1ccc(CNC(=O)CCS(=O)(=O)Cc2cccc(Cl)c2)cc1OC
    -0.8%	0.5	-0.9	4.1	12.3	-0.2	/	-1.5	-6.1
C=CCN(Cc1ccc(OC)c(OC)c1)C(=O)N1CCOCC1
    -0.2%	-4.4	3.4	6.7	-3.5	1.0	-5.0	1.2	22.9
COc1ccc(CNC(=O)C2CCN(S(=O)(=O)c3ccc4c(c3)NC(=O)C(C)S4)CC2)cc1 (stereo not drawn)
    -1.0%	9.0	1.2	0.9	?	0.4	5.5	4.5	25.0

# Only part of the results is shown; rates above refer to the full screens.
